# Cycloheximide cs = Cycloheximide Counterscreen for Small Molecule Inhibitors of Shiga Toxin | cell reporter, cycloheximide protein synthesis inhibition counterscreen | max response, % | AID 2314, 2010 | 12% of 300,000 active; in the data active = max response mostly above about 13%, no sharp cut-off; inactive = mostly below about 14%; also: read at 38.3 µM for the half of the compounds with a filed dose; 0% is about no effect
# LmPK inhibitor = qHTS Assay for Inhibitors of Leishmania Mexicana Pyruvate Kinase (LmPK); Potency, µM (series often up to 57.5 µM), inactives show at the top dose activity change, negative = inhibition, hits mostly inhibitors; Q27686; purified LmPK, Kinase-Glo ATP luminescence, 1 h; 0.37% of 290,000 active; AID 1721, 2009; also: potency is read from the fitted curve at half-maximal effect; % is scaled to controls: 0 for no effect and ±100 for the full control effect
# Target sequence (Q27686 whole entry, looked up): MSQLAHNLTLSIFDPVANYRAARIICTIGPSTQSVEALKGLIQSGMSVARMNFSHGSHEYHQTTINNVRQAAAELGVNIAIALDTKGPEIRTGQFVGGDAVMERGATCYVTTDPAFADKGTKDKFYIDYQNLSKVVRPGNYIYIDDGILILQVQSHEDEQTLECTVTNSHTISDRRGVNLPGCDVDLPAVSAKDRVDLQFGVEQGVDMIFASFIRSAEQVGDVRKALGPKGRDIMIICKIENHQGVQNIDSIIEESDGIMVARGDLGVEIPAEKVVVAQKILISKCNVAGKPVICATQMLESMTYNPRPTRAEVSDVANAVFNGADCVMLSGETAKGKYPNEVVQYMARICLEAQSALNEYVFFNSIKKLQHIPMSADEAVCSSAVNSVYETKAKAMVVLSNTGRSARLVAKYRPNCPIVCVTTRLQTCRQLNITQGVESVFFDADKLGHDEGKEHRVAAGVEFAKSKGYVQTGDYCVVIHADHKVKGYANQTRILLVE
#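 Screened at intermediate enzyme activity to detect both inhibitors and activators: LmPK at 0.1 nM, with a 0.5 nM enzyme column as activation reference. PEP 0.5 mM, ADP 0.1 mM; ATP detected by luminescence after 1 h.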
# Tb PYK inh = qHTS of Trypanosoma Brucei Inhibitors | pyruvate kinase (Trypanosoma brucei), Q57TT1 | TbPYK enzyme, Kinase-Glo Plus ATP luminescence, 45 min | Potency, µM (titrated, usually from 76.8 µM), inactives show at the top dose activity, negative = inhibition, actives largely listed as inhibitors | 0.12% of 410,000 active | AID 624173, 2012; also: potency is read from the fitted curve at half-maximal effect; % is scaled to controls: 0 for no effect and ±100 for the full control effect; nearly all actives have a fitted effect of over 50% in size
#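 TbPYK + substrate in 50 mM TEA pH 7.2, 100 mM KCl, 10 mM MgCl2, 0.05% BSA, 0.01% Tween-20; cpd pinned; ADP 130 uM final; 45 min RT; Kinase-Glo Plus 10 min; luminescence endpoint.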
# Pf growth 48h = Primary qHTS for delayed death inhibitors of the malarial parasite plastid, 48 hour incubation. P. falciparum luciferase growth in erythrocytes, 48 h. 5.9% of 310,000 active. Potency, µM (highest dose often 28.7 µM), for the others: at the top dose activity change, negative = inhibition, usual class: inhibitors. AID 504832, 2011; also: potency is read from the fitted curve at half-maximal effect; % is scaled to controls: 0 for no effect and ±100 for the full control effect
#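 Erythrocytes infected with P. falciparum carrying an integrated firefly luciferase reporter (2% hematocrit, 0.1% parasitemia final) were exposed to compounds in RPMI 1640 with 0.5% Albumax at 37 C, 5% CO2. Growth inhibition was scored as reduced luminescence.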
# Shiga inhibitor = A qHTS for Small Molecule Inhibitors of Shiga Toxin; Vero cells, Shiga toxin protein synthesis inhibition reporter; 9.2% of 290,000 active; inhibition, % at 38.7 µM; in the data active = inhibition mostly above about 28%, no sharp cut-off; inactive = mostly below about 43%; also: 0% is about no effect
# AmpC inh no detg = qHTS Inhibitors of AmpC Beta-Lactamase (assay without detergent); 0.52% of 330,000 active; AmpC nitrocefin hydrolysis, absorbance 480 nm, 0.0001% Triton; P00811; AID 485341, 2010; Potency, µM (doses to about 57.1 µM), for inactives: at the top dose activity change, negative = inhibition, usual class: inhibitors;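 also: potency is read from the fitted curve at half-maximal effect; plate controls were no compound for no effect and no enzyme for full effect; nearly all actives have a fitted effect of over 20% in size; some results filed as inactive show a strong effect at the top dose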
# Target sequence (P00811 whole entry, looked up): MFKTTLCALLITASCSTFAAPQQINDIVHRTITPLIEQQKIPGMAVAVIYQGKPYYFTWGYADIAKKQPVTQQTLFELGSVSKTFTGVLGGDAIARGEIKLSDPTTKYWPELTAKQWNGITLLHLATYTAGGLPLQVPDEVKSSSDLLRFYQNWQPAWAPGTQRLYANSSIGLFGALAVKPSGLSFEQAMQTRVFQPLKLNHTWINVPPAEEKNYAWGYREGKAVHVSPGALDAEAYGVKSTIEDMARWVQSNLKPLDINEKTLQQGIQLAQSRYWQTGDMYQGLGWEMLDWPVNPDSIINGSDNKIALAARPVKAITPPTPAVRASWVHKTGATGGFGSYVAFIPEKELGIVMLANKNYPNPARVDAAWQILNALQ
#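 20 mM phosphate pH 7.0 + 0.01% (detergent screen) or 0.0001% Triton X-100; 5.3 nM AmpC reagent; cpd preinc 15 min RT; nitrocefin (800 uM stock) to start; A480 q20 s × 4 min; Activity was normalised to no-enzyme and no-compound control wells.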
# Pf growth 96h = Primary qHTS for delayed death inhibitors of the malarial parasite plastid, 96 hour incubation | P. falciparum luciferase reporter growth, 96 h | Potency, µM (series often up to 28.7 µM), for the others: top-dose activity change, negative = inhibition, actives largely listed as inhibitors | 6.9% of 320,000 active | AID 504834, 2011; also: potency is read from the fitted curve at half-maximal effect; % is scaled to controls: 0 for no effect and ±100 for the full control effect
#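 Luminescence readout: decreased luciferase signal marks inhibited growth of reporter-expressing P. falciparum in infected red cells (2% hematocrit, 0.05% parasitemia final), exposed to compound two generations (96 h, 37 C, 5% CO2).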
# * hit, by the source's call; u = inconclusive; x = not tested or not shown; & = joins results of further samples; [ ] = another dose, or the depositor's remark. Unless noted, calls follow the shape of the dose curve; as a rule, active = well fitted curve in the direction sought with a large enough effect; inconclusive = small, poorly fitted or top-dose-only effect, or another doubt; inactive = no such curve, though single readings can be large; an effect the other way counts as inactive or inconclusive.
# Sample of the layout, 4 compounds:
no.	SMILES	LmPK inhibitor	Cycloheximide cs	AmpC inh no detg	Tb PYK inh	Pf growth 48h	Pf growth 96h	Shiga inhibitor
1	COc1ccc(-n2ncc3c(N(C)C4CCCCC4)ncnc32)cc1	-4%	45*	-4%	1%	145%[activator]	0%	74*
2	O=C(Cc1ccc(Cl)cc1)Nc1ccccc1C(=O)N1CCCCC1	0%	4	-4%	1%	-3%	331%[activator]	5
3	CCc1nc(N2CCN(C(=O)c3ccccc3)CC2)c(C#N)c2c1COC(C)(C)C2	-2%	-6	69%[activator]	-2%	9.3µM*	u	-20
4	Cc1nnc(NC(=O)c2cccc(NC(=O)C(C)C)c2)s1	-1%	10	-16%	-1%	u	x	49

# The listing, repeating the preview:
no.	SMILES	LmPK inhibitor	Cycloheximide cs	AmpC inh no detg	Tb PYK inh	Pf growth 48h	Pf growth 96h	Shiga inhibitor
1	COc1ccc(-n2ncc3c(N(C)C4CCCCC4)ncnc32)cc1	-4%	45*	-4%	1%	145%[activator]	0%	74*
2	O=C(Cc1ccc(Cl)cc1)Nc1ccccc1C(=O)N1CCCCC1	0%	4	-4%	1%	-3%	331%[activator]	5
3	CCc1nc(N2CCN(C(=O)c3ccccc3)CC2)c(C#N)c2c1COC(C)(C)C2	-2%	-6	69%[activator]	-2%	9.3µM*	u	-20
4	Cc1nnc(NC(=O)c2cccc(NC(=O)C(C)C)c2)s1	-1%	10	-16%	-1%	u	x	49
5	CN(C)c1cccc(NC(=O)c2ccco2)c1	2%	18	-25%	-23%	-11%	86%[activator]	26
6	CCCCn1c(N)c(N(CCC(C)C)C(=O)CCN2C(=O)C3CC=CCC3C2=O)c(=O)[nH]c1=O (stereo not given)	x	x	-16%	7%	-7%	u	x
7	CCOC(=O)C1CCN(c2c(NCCCN(C)C3CCCCC3)c(=O)c2=O)CC1	-8%	-4	-27%	1%	-4%	8%	-17
8	Cc1cccc(CSc2nc3ccccc3c(=O)n2C)c1	x	x	-14%	-6%	u	u	x
9	COc1ccccc1NC(=O)c1c(N=Cc2cccc([N+](=O)[O-])c2)cnn1C	0%	-3	-16%	5%	1%	21%	-4
10	CCOc1ccc(C(O)c2nccn2C)cc1 (stereo not given)	-9%	42*	-16%	-4%	54%[activator]	x	108*

no.	SMILES	LmPK inhibitor	Cycloheximide cs	AmpC inh no detg	Tb PYK inh	Pf growth 48h	Pf growth 96h	Shiga inhibitor
11	COc1cc(O)c(C(C)=O)c(CC(=O)O)c1	16%	2	-42%	-9%	33%[activator]	u	2
12	Cc1noc(NS(=O)(=O)c2ccc(NC(=O)Nc3ccc(Cl)c(Cl)c3)cc2)c1C	0%	-2	-48%	-2%	4%	u	0
13	O=C(Cn1nc(-c2ccccc2)ccc1=O)N1CCC2(CC1)OCCO2	-5%	7	13%	-6%	19%	-8%	9
14	O=C(NCc1ccc(F)cc1)C(=O)NCC1OCCN1C(=O)c1ccc(Cl)cc1 (stereo not given)	-2%	-2	10%	-4%	3%	-13%	-17
15	COc1ccc(C(=O)N/C(=C/c2cccs2)C(=O)NC(C)(C)C)cc1OC	1%	1	-8%	2%	-16%	1%	-15
16	CCCCCC1(C(=O)OCC)CC(CSC(=N)N)OC1=O (stereo not given)	0%	-2	-9%	-3%	-27%	86%[activator]	-5
17	COc1cccc(-c2noc(N)c2C#N)c1	-1%	17*	-24%	1%	7.4µM*	-3%	21
18	Cc1cccc(-n2cc(CN3CCCN(C=O)CC3)c(-c3cccc(F)c3)n2)c1	0%	24*	180%[activator]	-2%	u	-25%	52*
19	CCn1c(=O)cc(SCC(=O)Nc2ccc3c(c2)OCO3)c2ccccc21	1%	9.9*	-14%	8%	23%	9%	25
20	O=C(C1CC(c2ccccc2O)=NO1)N1CCC2(CC1)OCCO2 (stereo not given)	2%	25*	-15%	-4%	x	214%[activator]	55

no.	SMILES	LmPK inhibitor	Cycloheximide cs	AmpC inh no detg	Tb PYK inh	Pf growth 48h	Pf growth 96h	Shiga inhibitor
21	Cc1ccc(Nc2nc(Cl)nc(NC3CCCCC3)n2)cc1	9%	25*	-58%	4%	37%[activator]	21%	62*
22	CSc1nnc(Cn2c(=O)sc3ccccc32)n1CCc1ccccc1	1%	-8	82%[activator]	-15%	x	13µM*	-15
23	Cc1cccc(CCNC(=O)CCc2nc(-c3ccccc3F)no2)c1	-2%	-2	24%	4%	2%	u	1
24	CC1CCN(CCC(=O)Nc2ccc(Cl)cc2)CC1	1%	0	-15%	1%	u	-7%	-25
25	CN(C)CCCN(Cc1ccc2c(c1)OCO2)C(=O)NC1CCCCC1	6%	-1	23%	-5%	13%	17%	-7
26	NC(=O)NOCc1c(F)cccc1Cl	2%	-1	-6%	-1%	0%	35%[activator]	-10
27	Cc1ccc2nc(/C(C#N)=C/c3ccc(-c4ccccc4C(=O)O)o3)[nH]c2c1	-1%	15	-36%	-1%	-4%	u	-2
28	CCOc1ccc(CNCCc2ccc3c(c2)OCO3)cc1	2%	-3	18%	-9%	-18%	u	-12
29	Cc1c(C(=O)Nc2ccc(S(=O)(=O)Nc3ncccn3)cc2)oc2ccc(Cl)cc12	-7%	-3	-17%	-5%	-4%	-8%	-5
30	CC(=O)c1cccc(NC(=O)N2CC(C)OC(C)C2)c1 (stereo not given)	1%	-3	-25%	10%	33%[activator]	-28%	-9

no.	SMILES	LmPK inhibitor	Cycloheximide cs	AmpC inh no detg	Tb PYK inh	Pf growth 48h	Pf growth 96h	Shiga inhibitor
31	O=C(Nc1nnc(SCc2cccc3ccccc23)s1)C1COc2ccccc2O1 (stereo not given)	4%	-1	-35%	-9%	11%	-5%	1
32	Nc1ccc2nn(-c3cc([N+](=O)[O-])ccc3O)nc2c1	0%	7	-11%	-3%	9%	-19%	-3
33	COC(=O)Cc1[nH]c(Cl)nc1C(N)=O	-3%	-2	-8%	4%	0%	1%	-12
34	O=C(CSc1nnc(-c2cccnc2)o1)Nc1ccccn1	-13%	1	-11%	-19%	97%[activator]	x	-11
35	CNCC[C@H](Oc1cccc2ccccc12)c1cccs1	-2%	-2	37%	-4%&-4%	13µM*	6.7µM*	-7
36	Cc1oc(/C=N/NS(=O)(=O)c2ccccc2)cc1Br	-1%	1	-8%	-11%	-8%	u	-10
37	COc1ccccc1NC(=O)COC(=O)c1c[nH]c2ccccc12	x	x	-23%	-15%	u	u	x
38	CSc1ccccc1C(=O)NCCOc1ccccc1C	1%	-1	-11%	-2%	u	-20%[1.15 µM]	2
39	N#Cc1c(SCC(=O)O)nc(-c2ccccc2)c2c1CCCC2	5%	-4	-22%	-11%	20%	u	-27
40	CC(Oc1cccc(Cl)c1)C(=O)Nc1ccc(S(=O)(=O)N(C)C2CCN(C)CC2)cc1 (stereo not given)	x	x	59%	4%	9.3µM*	u	x

no.	SMILES	LmPK inhibitor	Cycloheximide cs	AmpC inh no detg	Tb PYK inh	Pf growth 48h	Pf growth 96h	Shiga inhibitor
41	O=C(OCc1ccc([N+](=O)[O-])cc1)C1CC(=O)N(CCc2ccccc2)C1 (stereo not given)	x	x	30%	2%	0%	79%[activator]	x
42	CCN(CC)CCOC(=O)c1ccc(NC(=O)CNC(=O)C2CCCCC2)cc1	-4%	1	-32%	-3%	18%	6%	-10
43	CN(C)C(=O)c1ccc(Nc2nc(-c3cccs3)nc3ccccc23)cc1	3%	6	35%	1%	10µM*	10µM*	24
44	CCCC(=O)NC(c1ccccc1Cl)c1c(O)ccc2ccccc12 (stereo not given)	1%	1	-31%	1%	10µM*	22%	-6
45	CSCC[C@H](NC(=O)Nc1ccc(Oc2ccccc2)cc1)C(=O)O	5%	5	4%	-2%	119%[activator]	u	13
46	CNC(=O)CSc1nc2sccc2c(=O)n1-c1ccccc1	-6%	-6	-3%	4%	-2%	8%	-9
47	CCC(=O)CCC(=O)c1ccc2ccccc2c1	-2%	55*	-9%	-2%	62%[activator]	35%[activator]	125*
48	COc1cccc(C2/C(=C(/O)c3cnn(-c4ccccc4)c3C)C(=O)C(=O)N2CCN(C)C)c1OC (stereo not given)	4%	-2	-8%	8%	u	16%	-14
49	Cc1ccccc1CN(CC(=O)Nc1cccc([N+](=O)[O-])c1)S(=O)(=O)c1ccc(Cl)cc1	5%	-2	-28%	-3%	u	30%[activator]	-10
50	Cc1ccc(NC(=S)N2CCN(C3CCCCC3)CC2)cc1	5%	-3	-9%	4%	-33%	-34%	-4

# An excerpt of these results, screen by screen.
42. CCN(CC)CCOC(=O)c1ccc(NC(=O)CNC(=O)C2CCCCC2)cc1
43. CN(C)C(=O)c1ccc(Nc2nc(-c3cccs3)nc3ccccc23)cc1
44. CCCC(=O)NC(c1ccccc1Cl)c1c(O)ccc2ccccc12 (stereo not given)
45. CSCC[C@H](NC(=O)Nc1ccc(Oc2ccccc2)cc1)C(=O)O
46. CNC(=O)CSc1nc2sccc2c(=O)n1-c1ccccc1

Compound,42,43,44,45,46
LmPK inhibitor,-4%,3%,1%,5%,-6%
Cycloheximide cs,1,6,1,5,-6
AmpC inh no detg,-32%,35%,-31%,4%,-3%
Tb PYK inh,-3%,1%,1%,-2%,4%
Pf growth 48h,18%,10µM*,10µM*,119%[activator],-2%
Pf growth 96h,6%,10µM*,22%,u,8%
Shiga inhibitor,-10,24,-6,13,-9

# (next part)
no.	SMILES	LmPK inhibitor	Cycloheximide cs	AmpC inh no detg	Tb PYK inh	Pf growth 48h	Pf growth 96h	Shiga inhibitor
51	O=C(COC(=O)CNC(=O)C12CC3CC(CC(C3)C1)C2)NC1CCS(=O)(=O)C1 (stereo not given)	-3%	-3	-7%	2%	10%	18%	13
52	O=C(O)c1ccc(COc2ccccc2/C=C2\NC(=O)N(Cc3ccccc3F)C2=O)cc1	1%	2	-25%	-9%	u	u	2
53	CCCn1c(=O)c2sccc2n2c(CCCC(=O)NCc3cccnc3)nnc12	-2%	4	7%	5%	20%	18%	-2
54	COc1ccc(CC(=O)NC(C)c2nnc(SCC(=O)c3ccc(Br)cc3)n2C)cc1 (stereo not given)	-3%	26	87%[activator]	-43%	x	u	-17
55	CCOc1ccc(NC(=O)NCc2ccccn2)cc1	5%	13	-22%	1%	29%	152%[activator]	39
56	Cc1csc(NC(=O)c2cnccn2)n1	u	45*	-4%	0%	142%[activator]	x	71
57	NC(=O)C1CCN(CCC(=O)Nc2ccc3c(c2)CCC3)CC1	0%	1	-11%	-1%	21%	26%	-3
58	CCOc1ccc(CN2CCNC(=O)C2CC(=O)OC)cc1 (stereo not given)	8%	-3	0%	2%	x	-8%	-8
59	CC(C)(C)C1CCC(=NNc2nc3ccccc3[nH]2)CC1 (stereo not given)	0%	37*	-43%	-2%	u	u	68*
60	NNC(=O)CNc1ccccc1Cl	8%	-3	-19%	-2%	-4%	67%[activator]	10
61	COc1ccc(C(CNC(=O)CSc2ccc(Br)cc2)N2CCOCC2)cc1 (stereo not given)	x	x	179%[activator]	-1%	1%	0%	x

# Screens (PubChem BioAssay)
